Bioassay records: PubChem BioAssay, several laboratories
HCT116 bCat-KO – beta-catenin-lacking colon tumor cell growth suppression | HCT116 beta-catenin knockout viability, CellTiter-Glo, 60 h; hits give low values | viability, % at 10 µM | 140,000 tested, 1.5% active;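 active = viability at or under a set limit, the compound median less 4 SD, cut at about 6% in these data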;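 note: 0% = Hyamine 1622 control at 20 µM and 100% = untreated cell control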
Phagocytosis inh – inhibitors of macrophage phagocytosis. J774A.1 macrophage IgG-bead phagocytosis, imaging. inhibition, % at 5 µM. 110,000 tested, 0.07% active;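 active = inhibition above the mean of the plate negative controls plus 5 SD, cut at about 13% in these data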;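 note: phagocytic index as fraction of beads internalized from green versus red external bead signal; plate controls were DMSO negative control for no effect and cytochalasin-D positive control for full effect; some results beyond the cut were filed as inactive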
MRP1 act – activates MRP-1 | H69AR cells + doxorubicin, viability rescue, CellTiter-Glo | viability increase, % at 10 µM | 140,000 tested, 0.61% active;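 active = viability gain under doxorubicin at or above a set limit, the compound median plus 3 SD, cut at about 4.7% in these data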;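 note: MRP-1 overexpressing cells given doxorubicin 25 µM after compound pretreatment; 18-22 h compound pretreatment then 72 h with doxorubicin before readout; 0% = doxorubicin-only wells and 100% = vehicle-treated cells without doxorubicin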
PTEN del growth – suppresses growth of cells with PTEN deletion; viability, % at 10 µM; HCT116 PTEN-null viability, CellTiter-Glo, 60 h; hits give low values; 140,000 tested, 1.2% active; AID 827;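 active = viability at or below a set limit, 4 SD under the median of all tested compounds, cut at about 3.7% in these data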;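 note: PTEN knockout HCT116 line with beta catenin targeted HCT116 as companion control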
BB579 growth dn – yeast BB579 growth reduction in restrictive medium. S. cerevisiae BB579 growth, OD615, 48 h. inhibition, % at 10 µM. 140,000 tested, 0.51% active. AID 804;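 active = inhibition above a set limit, 3 SD over the mean compound inhibition, cut at about 44% in these data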; note: inactives centre near -24
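test system = yeast BB579 (DeaD) | buffer or medium = restrictive CSMM-D medium | doses = single compound dose of 10 µM, 0.25% DMSO final | times = 4 h preincubation and 48 h exposure at 30 °C | technique = culture absorbance at 615 nm | benchmarks = amphotericin B 10 µg/mL, positive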
Measles CPE – protection of cells from measles virus | AID 841 | protection (pct of control), % at 4 µM | Measles virus-infected cells, CPE protection, absorbance | 140,000 tested, 1.5% active; in the data active = protection mostly above about 24%, no sharp cut-off; inactive = mostly below about 26%; note: some compounds called inactive have numbers as strong as hits
E-sel TNF inh – blocks E-selectin expression induced by TNF alpha; HUVEC TNFa-induced E-selectin immunofluorescence, high content; inhibition, % at 2 µM; AID 1246; 120,000 tested, 0.71% active;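 active = inhibition above the batch mean plus 3 SD, and confirmed as a hit on visual image review, cut at about 43% in these data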;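 note: 0% = TNF-stimulated DMSO wells and 100% = unstimulated control wells; not every result past the cut was called active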
GALR2 antag – blocks the human galanin receptor 2. O43603. AID 828. GALR2-expressing cells, antagonist mode. 140,000 tested, 0.39% active. inhibition, % at 4 µM; in the data active = inhibition above about 27%;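 note: cells stimulated with galanin 1-16 at roughly its EC80; 0% = agonist challenge control and 100% = basal control without agonist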
Target sequence (O43603 whole entry, looked up): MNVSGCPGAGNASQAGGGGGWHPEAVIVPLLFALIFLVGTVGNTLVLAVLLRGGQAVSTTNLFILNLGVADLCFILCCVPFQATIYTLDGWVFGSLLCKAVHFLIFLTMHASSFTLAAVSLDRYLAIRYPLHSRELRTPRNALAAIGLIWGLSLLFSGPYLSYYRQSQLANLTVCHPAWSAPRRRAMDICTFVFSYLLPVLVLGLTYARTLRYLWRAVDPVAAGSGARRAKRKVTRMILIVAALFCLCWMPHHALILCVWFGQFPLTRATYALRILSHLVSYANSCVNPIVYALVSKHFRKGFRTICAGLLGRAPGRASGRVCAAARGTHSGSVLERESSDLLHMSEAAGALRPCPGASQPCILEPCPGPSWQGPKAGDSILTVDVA
Yeast lifespan up – yeast lifespan extension | S. cerevisiae growth with nicotinamide, OD615; deaD strain in restrictive glucose medium | inhibition of the nicotinamide effect, % at 10 µM | 130,000 tested, 0.68% active;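 active = inhibition above a set limit, placed 3 SD over the median of all compounds, cut at about 26% in these data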;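 note: 0% = nicotinamide-treated wells and 100% = cells grown without nicotinamide; some compounds called inactive have numbers as strong as hits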
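Material: Modified budding yeast, DeaD strain | Medium: Restrictive glucose medium | Probe or stimulus: 1.5 mM nicotinamide | Dosing: Single dose 10 µM compound, 0.25% DMSO | Times: 48 h at 30 °C | Technique: OD615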
NPY-Y2 antag – blocks the human neuropeptide Y Y2 receptor | P49146 | NPY-Y2 expressing cells, antagonist mode | inhibition, % at 2.7 µM | 140,000 tested, 0.99% active; in the data active = inhibition above about 17%;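 note: 0% = vehicle with agonist challenge and 100% = reference antagonist with challenge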
Target sequence (P49146 whole entry, looked up): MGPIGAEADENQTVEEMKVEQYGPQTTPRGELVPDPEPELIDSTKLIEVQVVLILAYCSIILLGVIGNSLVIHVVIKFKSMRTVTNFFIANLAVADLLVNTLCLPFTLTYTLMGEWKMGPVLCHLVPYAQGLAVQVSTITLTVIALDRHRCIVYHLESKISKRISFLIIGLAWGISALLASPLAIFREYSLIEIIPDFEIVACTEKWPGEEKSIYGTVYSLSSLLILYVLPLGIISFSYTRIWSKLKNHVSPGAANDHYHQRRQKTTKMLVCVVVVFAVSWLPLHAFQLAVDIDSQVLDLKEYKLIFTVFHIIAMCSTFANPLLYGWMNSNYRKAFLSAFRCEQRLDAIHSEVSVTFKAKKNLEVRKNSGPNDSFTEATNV
The depositor's hits bear a star; · = no result given.

structure,HCT116 bCat-KO,Phagocytosis inh,MRP1 act,PTEN del growth,BB579 growth dn,Measles CPE,E-sel TNF inh,GALR2 antag,Yeast lifespan up,NPY-Y2 antag
CCN(CCO)Cc1cn[nH]c1-c1ccc(C)c(C)c1,90,-1,-2.4,91,-12,2,·,-14,-8,-2
CCOC(=O)Cn1nc(C)c2c1CCCC2=O,92,2,-2.3,88,-35,11,-60,-5,0,0
O=C(Nc1nc(-c2ccncc2)cs1)C1c2ccccc2Oc2ccccc21,59,-4,-2.1,54,-45,10,0,-2,-2,4
Cc1noc(C)c1C(=O)Nc1sc(C)c(-c2ccccc2)c1C#N,86,0,-1.5,95,-69,3,-2,-3,-12,0
CCOC(=O)C(NC(=O)c1ccccc1)(OCC1(CC)COC1)C(F)(F)F (stereo not given),93,·,-0.6,106,-32,21,-15,-5,·,1
O=C(CN1C(=O)NC2(CCc3ccccc3C2)C1=O)Nc1ccc(F)cc1 (stereo not given),82,-2,3.4,86,-8,19,·,-5,-3,3
O=C1C(CCCNC(=S)NCc2ccccc2)NC(=S)N1Cc1ccccc1 (stereo not given),93,·,-2.9,108,11,4,·,5,4,-2
CC(Nc1cc(N2CCCC2)ccc1[N+](=O)[O-])c1ccccc1 (stereo not given),75,·,-2.9,87,-12,6,-56,0,-24,6
C=CCNC(=S)NNc1nc2c(c(=O)[nH]1)C1(CCCCC1)Cc1ccccc1-2,84,-8,-2.6,88,-37,20,·,-20,0,3
Cn1c(NC(=O)c2ccccc2C(F)(F)F)cc(=O)n(C)c1=O,99,-2,-1.0,101,-17,3,·,-4,0,1

Additional results follow.
structure,HCT116 bCat-KO,Phagocytosis inh,MRP1 act,PTEN del growth,BB579 growth dn,Measles CPE,E-sel TNF inh,GALR2 antag,Yeast lifespan up,NPY-Y2 antag
O=C(COC(=O)C1(c2ccc(F)cc2)CCCC1)Nc1ncc(C(F)(F)F)cc1Cl,81,-5,-0.1,85,-42,8,·,-8,2,-1
O=C(O)CCc1ccc(S(=O)(=O)N2CCOCC2)cc1,99,1,1.2,105,-30,27,10,2,-3,1
CCCCC(=O)NC(Nc1sc2c(c1C(N)=O)CCCC2)(C(=O)OCC)C(F)(F)F (stereo not given),90,-2,-2.1,83,-60,14,2,3,12,1
COc1ccc(-n2c(Cc3cccs3)nnc2SCC(=O)Nc2ccc3c(c2)OCCO3)cc1,108,-2,0.2,108,-56,5,·,-10,-12,3
CCc1nnc(NC(=O)CN2CCC(O)(c3ccccc3OC)CC2)s1,104,-1,0.4,99,-16,7,-41,-3,-4,6
CCOC(=O)c1ccc(CNC(=O)CSc2nc(NC(=O)c3ccccc3)c3c(C)c(C)oc3n2)cc1,75,-1,-0.6,75,-25,7,-2,-6,-7,12
CCOC(=O)N1CCC(O)(c2cc(C)c(C)cc2C)CC1,107,-1,0.3,102,-40,16,-20,1,-4,2
Cc1ccc(N2CC(C(=O)NC3=NCCS3)CC2=O)cc1 (stereo not given),90,-1,-0.1,86,-1,22,16,-13,-7,2
CCCCNC(=O)c1cc(-c2ccc(OC)c(OC)c2)on1,95,0,0.3,87,-33,10,·,11,-14,7
CSCC[C@H](NC(=O)NCCC1=CCCCC1)C(=O)O,107,-1,-0.6,101,-21,10,-6,-4,-8,-2

Next compounds follow:
structure,HCT116 bCat-KO,Phagocytosis inh,MRP1 act,PTEN del growth,BB579 growth dn,Measles CPE,E-sel TNF inh,GALR2 antag,Yeast lifespan up,NPY-Y2 antag
O=C(Nc1nccs1)c1ccc(Cl)c(S(=O)(=O)N2CCCCC2)c1,78,0,-2.1,75,-48,23,-5,-2,-2,0
COc1ccc(-c2nc3cc(NC(=O)c4ccc5c(c4)OCO5)ccc3o2)cc1,79,0,-1.4,78,-1,4,4,-1,-9,0
O=C(NC1CCCCC1)C(c1ccccc1)N1CCC2(CC1)OCCO2 (stereo not given),96,-2,-0.2,96,-6,30,-27,8,6,0
Cc1ccccc1C(=O)Nc1ccc2nc3n(c(=O)c2c1)CCC3,96,0,-0.1,101,-10,1,·,12,-8,1
Cc1c(C(=O)Oc2ccc(-c3cnc4ccccc4n3)cc2)cccc1[N+](=O)[O-],95,0,0.3,90,-26,12,·,3,0,2
CC(=O)c1c(C)nc(-c2ccc(Cl)cc2)nc1NC(=O)C(C)C,87,-1,-1.7,92,-23,2,-14,-2,-16,4
CC1=NNC(=O)C1CCC(=O)N/N=C/C(Br)=C/c1ccccc1 (stereo not given),49,-9,0.7,40,-1,7,-35,7,35*,-1
N#CC1=C(N)C(C#N)(C#N)C(c2cccnc2)C2COCC=C12 (stereo not given),86,·,-3.3,82,-24,7,-11,2,-11,1
N#CC1=C(N)SC(N)=C(C#N)C1c1cccc(Oc2ccccc2)c1,85,0,-1.6,84,-22,8,3,-4,-21,2
CC(C)CC(=O)NC(c1ccccc1Cl)c1c(O)ccc2ccccc12 (stereo not given),67,·,-2.4,74,-13,2,21,0,-4,-2

(more compounds)
structure,HCT116 bCat-KO,Phagocytosis inh,MRP1 act,PTEN del growth,BB579 growth dn,Measles CPE,E-sel TNF inh,GALR2 antag,Yeast lifespan up,NPY-Y2 antag
COC(=O)C1=C(N)Oc2cc(C)n(CCCn3ccnc3)c(=O)c2C1c1ccc(Cl)cc1 (stereo not given),85,-1,-1.7,82,-80,7,13,8,1,-1
COc1ccc(-c2noc(Cc3cccs3)n2)cc1,93,0,-2.3,99,1,5,40,-1,-9,2
COC(=O)c1sccc1NC(=O)c1ccc(Br)o1,93,0,-4.7,97,-16,8,20,-5,-7,0
COc1ccc(Nc2nc(NCc3ccco3)nc(N/N=C/c3ccccc3)n2)cc1,45,1,-2.7,43,-30,24,-23,-14,-33,17
Nc1nnnn1/N=C/c1ccccn1,108,·,-0.3,104,-57,1,19,3,-2,0
COc1ccc(OCC(=O)NC(=S)Nc2ccccc2F)cc1,93,-2,-1.7,98,-5,10,11,-12,-4,8
Cn1nnc2cc(C(=O)N3CCC(c4ccccc4)C3)ccc21 (stereo not given),102,·,-0.8,100,-55,3,-13,-3,-13,-4
Cc1ccc(S(=O)(=O)N2CCCC2)cc1C(=O)O,105,1,1.1,98,-6,13,26,8,-13,1
CCN1CCN(C(=S)Nc2ccc([N+](=O)[O-])cc2)CC1,96,0,-2.7,99,-35,6,-10,0,13,17
Cn1c(-c2sc3ccccc3c2Cl)n[nH]c1=S,93,0,-1.3,90,-10,4,-6,-6,-7,17*

(further entries)
structure,HCT116 bCat-KO,Phagocytosis inh,MRP1 act,PTEN del growth,BB579 growth dn,Measles CPE,E-sel TNF inh,GALR2 antag,Yeast lifespan up,NPY-Y2 antag
COc1cccc(OC)c1C(=O)Nc1ccc2c(c1)OCCO2,92,-1,1.1,91,-51,24,-40,4,-2,0
O=C(CSc1nnc(-c2cccs2)o1)Nc1cccc(S(=O)(=O)N2CCCCC2)c1,94,-11,1.4,96,-13,12,-1,-6,-3,1
c1ccc(C(c2ccccn2)c2ccccn2)cc1,86,-6,-1.1,96,-8,3,·,0,3,2
COc1ccc(-c2ccnc(SCC(=O)N3CCOCC3)n2)cc1,103,·,-2.4,92,-47,41,8,-3,-6,2
Cc1c(Cl)c([N+](=O)[O-])nn1CC(=O)NCc1ccco1,92,1,-1.3,101,-34,3,-42,-1,-3,5
Cc1nc(CCNC(=O)c2ccccc2)cs1,99,0,-3.0,97,8,25,-14,11,-9,1
CCc1ccc(/C=N/NC(=O)c2cc(-c3ccncc3)nc3ccccc23)s1,17,4,-4.0,19,-30,5,·,16,-1,7
Cc1cccc(Nc2nc3c(S(=O)(=O)c4ccccc4)nnn3c3ccccc23)c1,99,-4,-3.0,91,-44,9,-2,2,-1,3
CC(=O)c1c(N2CCN(C(=O)C3CCCO3)CC2)nc(=S)n(-c2ccccc2)c1C (stereo not given),75,-1,-3.6,88,-6,5,-21,-8,-23,4
O=C(CN1CCN(c2ccccn2)CC1)Nc1ccc(OCc2ccccc2)cc1,76,·,-2.1,91,-43,7,-47,-10,-22,4

Carrying on:
structure,HCT116 bCat-KO,Phagocytosis inh,MRP1 act,PTEN del growth,BB579 growth dn,Measles CPE,E-sel TNF inh,GALR2 antag,Yeast lifespan up,NPY-Y2 antag
CCn1cc(/C=N\NC(=O)c2ccccc2Cl)cn1,86,1,-2.0,103,8,17,·,-7,1,2
O=C(CN(C(=O)c1ccc2c(c1)OCCO2)c1ccccc1)NCC1CCCO1 (stereo not given),102,0,-2.4,91,10,34,3,4,-8,2
O=C(Nc1ccccc1C(=O)N1CCOCC1)c1cccc(S(=O)(=O)N2CCCC2)c1,95,2,-1.4,90,-24,4,-11,12,-11,-1
CCCNS(=O)(=O)c1ccc(CCC(=O)NCc2ccco2)cc1,69,1,-3.0,84,-19,22,-11,-1,-23,2
CC(=O)N1C(=O)CC(C)N(C(C)=O)c2ccc([N+](=O)[O-])cc21 (stereo not given),101,1,1.0,105,-28,15,-22,-4,3,2
COC(=O)CSc1nc2nc(C)c(Br)cc2[nH]1,94,-2,-0.8,107,-65,19,11,-3,-6,3

An excerpt taken from the entries so far, for reference:
structure,HCT116 bCat-KO,Phagocytosis inh,MRP1 act,PTEN del growth,BB579 growth dn,Measles CPE,E-sel TNF inh,GALR2 antag,Yeast lifespan up,NPY-Y2 antag
CCN(CCO)Cc1cn[nH]c1-c1ccc(C)c(C)c1,90,-1,-2.4,91,-12,2,·,-14,-8,-2
CCOC(=O)Cn1nc(C)c2c1CCCC2=O,92,2,-2.3,88,-35,11,-60,-5,0,0
O=C(Nc1nc(-c2ccncc2)cs1)C1c2ccccc2Oc2ccccc21,59,-4,-2.1,54,-45,10,0,-2,-2,4
